# Compound activity as filed in PubChem BioAssay.
# DAX1 inh-1 – inhibitors of DAX1 repression of SF-1 activated StAR promoter. HEK293T StAR-luciferase reporter, SF-1/DAX-1 repression relief. inhibition, % at 6.8 µM. 370,000 compounds, 1.1% hits. AID 652010;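 active means inhibition above the mean over all tested compounds plus 3 SD, cut at about 3.6% in these data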;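 further: 0% = DAX-1 cells with DMSO and 100% = cells lacking DAX-1 with DMSO; higher inhibition means more luminescence from relief of DAX-1 repression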
# sPLA2-III inh – Blocks human group III sPLA2 activity; Q9NZ20; QFRET BODIPY PC-A2 liposome hydrolysis, fluorescence; inhibition, % at 12.2 µM; 370,000 compounds, 0.56% hits;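 active means inhibition above mean plus 3 SD of compounds lying within the high and low control bounds, cut at about 19% in these data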;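 further: 0% = median of test compound wells and 100% = no enzyme DMSO wells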
# GC-A act – GC-A (human) enzyme activation; AID 1671463; activation, % at 10 µM; HEK293 GC-A cells, cGMP TR-FRET, EC30 ANP; 0% at EC30 ANP, 100% saturating ANP; 370,000 compounds, 0.14% hits; in the data active means activation above about 40%
# hcDAF-12 act – H. contortus DAF-12 activation, primary screen. 370,000 compounds, 1.4% hits. activation, % at 6.8 µM. HEK293 hcDAF-12 lit1-tk-luc reporter, luminescence; 0% DMSO, 100% Δ7-dafachronic acid;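 active means activation above the mean of all tested compounds plus 3 SD, cut at about 5.5% in these data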;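 further: 100% = response to 3 µM Δ7-dafachronic acid high control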
# hgDAF-12 ag – hgDAF-12 agonism, primary luciferase screen; HEK293 GAL4-hgDAF12 UAS-luciferase reporter, agonist luminescence; normalized to butyrate control; AID 687014; 370,000 compounds, 1.8% hits; activation, % at 6.8 µM;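 active means activation above a cutoff set at the mean of all screened compounds plus 3 SD, cut at about 10% in these data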;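 further: 0% = DMSO wells and 100% = sodium butyrate wells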
# ssDAF12 agonist – activates DAF-12 receptor from parasite S. stercoralis; HEK293 ssDAF-12/GRIP1 lit1-tk-luc reporter, luminescence; % of 3 µM dafachronic acid response; activation, % at 6.8 µM; 370,000 compounds, 1% hits;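 active means activation above the mean over all tested compounds plus 3 SD, cut at about 0.9% in these data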;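 further: 0% = DMSO-only wells and 100% = 3 µM delta7-dafachronic acid wells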
# GAA850 FXN act – activators of GAA850 frataxin (FXN) promoter. HEK293 lucGAA850 FXN promoter luciferase reporter, 24 h; percent of 10 µM SAHA response. activation, % at 6 µM. 360,000 compounds, 0.56% hits. AID 540364;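 active means activation above the average of all compounds screened plus 3 SD, cutoff fixed separately per campaign, cut at about 7.5% in these data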;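 further: 0% = DMSO wells and 100% = 10 µM SAHA wells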
# NPR2 activator – GC-B (human) receptor activation. P20594. HEK293-GC-B cells, CNP EC30, cGMP TR-FRET; 0% at EC30 CNP, 100% saturating CNP. activation, % at 10 µM. 370,000 compounds, 0.11% hits. AID 1920062;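 active means activation at 10 µM reaching about 35% in either raw or pattern-adjusted values, limit read from the data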
# ADAM10 inh – inhibits human ADAM10; recombinant ADAM10, EDANS/DABCYL FRET peptide cleavage, 3 h; inhibition, % at 7 µM; O14672; AID 720582; 370,000 compounds, 0.62% hits;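 active means inhibition above a per-campaign cutoff equal to the mean of compounds falling between control-based bounds plus 3 SD, cut at about 20% in these data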;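 further: 0% = DMSO wells while the 100% control is not disclosed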
# Target sequence (O14672 214-748 limits assumed): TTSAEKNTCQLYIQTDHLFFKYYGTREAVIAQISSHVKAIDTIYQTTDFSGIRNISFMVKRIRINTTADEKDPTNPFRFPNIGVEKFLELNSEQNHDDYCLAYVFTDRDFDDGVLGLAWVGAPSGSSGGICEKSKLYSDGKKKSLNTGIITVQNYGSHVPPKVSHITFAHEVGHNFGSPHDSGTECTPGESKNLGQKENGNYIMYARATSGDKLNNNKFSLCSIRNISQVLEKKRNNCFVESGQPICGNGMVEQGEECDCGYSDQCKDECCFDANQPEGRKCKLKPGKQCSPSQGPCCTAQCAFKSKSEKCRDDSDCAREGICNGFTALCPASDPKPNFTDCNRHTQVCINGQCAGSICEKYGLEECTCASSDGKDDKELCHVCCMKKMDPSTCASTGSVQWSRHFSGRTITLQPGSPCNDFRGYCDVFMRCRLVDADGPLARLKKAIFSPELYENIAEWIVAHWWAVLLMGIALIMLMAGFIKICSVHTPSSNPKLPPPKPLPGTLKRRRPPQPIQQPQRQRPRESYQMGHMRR
# DAX1 inh-2 – inhibits human nuclear receptor DAX1 | 340,000 compounds, 0.99% hits | HEK293 Gal4-DAX1 luciferase reporter, luminescence | AID 504766 | inhibition, % at 6.75 µM;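 active means inhibition above the mean over all tested compounds plus 3 SD, cut at about 4.2% in these data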;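 further: 0% = DAX1-transfected cells with DMSO and 100% = empty-vector control cells with DMSO; inhibition shows as a rise in luminescence from relieved DAX1 repression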
# Target sequence (P51843 207-470 limits assumed): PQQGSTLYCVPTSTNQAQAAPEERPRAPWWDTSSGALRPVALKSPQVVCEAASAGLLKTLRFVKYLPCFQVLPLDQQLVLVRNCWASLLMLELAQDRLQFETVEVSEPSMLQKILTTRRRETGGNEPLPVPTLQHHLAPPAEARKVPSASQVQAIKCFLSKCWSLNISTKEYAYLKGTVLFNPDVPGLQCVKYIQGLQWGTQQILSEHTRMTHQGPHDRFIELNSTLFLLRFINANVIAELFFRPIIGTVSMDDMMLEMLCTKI
# SMARCA2 act – activators of SMARCA2 function | activation, % at 9.1 µM | 370,000 compounds, 1% hits | AID 652017 | MG213 cells, MMTV-luciferase reporter, dexamethasone, overnight; in the data active means activation above about 7.8%;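 further: 0% = vehicle wells and 100% = reference activator wells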
# An asterisk follows results filed as active; i = inactive; / = not tested or not shown. Some of the compounds tested; the hit share may differ from the screen's.
canonical_smiles	DAX1 inh-1	hgDAF-12 ag	sPLA2-III inh	DAX1 inh-2	ssDAF12 agonist	hcDAF-12 act	GAA850 FXN act	NPR2 activator	ADAM10 inh	SMARCA2 act	GC-A act
C=C1[C@@H](C)C2[C@H](Cc3ccccc3)NC(=O)[C@]23[C@H](OC(C)=O)/C=C/[C@@](C)(O)C(=O)[C@@H](C)C/C=C/[C@H]3[C@@H]1O (stereo partly drawn)	13*	-1.6	10	/	0.0	0.6	/	-19	-1	6	-22
CC(=O)OC1CC(OC2C(O)CC(OC3C(O)CC(OC4CCC5(C)C(CCC6C5CC(O)C5(C)C(C7=CC(=O)OC7)CCC65O)C4)OC3C)OC2C)OC(C)C1OC1OC(CO)C(O)C(O)C1O (stereo not drawn)	-7.7	-15	5	-5.6	-3.2	-5.3	-14	-3	-3	-12	4
C#CCN1CCN(c2ccc(F)cc2)CC1	-0.3	-2.0	1	-0.7	-1.7	0.8	0.5	1	5	1	-4
C[C@H](Cc1ccc(OCC(=O)O)cc1)NC[C@H](O)c1cccc(Cl)c1	1.3	-0.9	0	/	-0.6	-2.2	/	-2	-5	-4	1
CCCCNC(=O)c1c(N)n(CCCOC)c2nc3ccccc3nc12	-1.3	-3.8	-25	-0.7	-0.9	-0.9	-2.6	5	i	-4	18
COc1ccc(NC(=O)N2CCC3(CC2)OCCO3)c(OC)c1	-0.2	-2.2	4	-0.1	-1.6	-0.7	0.1	0	-3	-1	2
CCn1cc(CN2CCCC(C(=O)c3sccc3C)C2)cn1 (stereo not drawn)	0.9	-2.1	1	-0.1	-0.9	0.8	-1.1	-1	-3	0	2
Brc1ccc2c(c1)-n1nncc1CNC2	0.5	3.0	5	/	-1.0	-1.9	/	-1	-7	2	3
CC(=NCCN1CCOCC1)c1c(O)n(Cc2ccccc2)c(=O)[nH]c1=O	0.3	-1.6	2	-0.4	-0.7	-1.3	-0.7	1	5	-2	7
CCCCNC(=O)NC(C(N)=O)P(=O)(OCC)OCC (stereo not drawn)	0.4	-5.6	12	1.6	-1.3	-1.6	1.8	3	-5	-3	0
C/C(=N\Nc1ccccc1)c1c(O)n(C)c(=O)n(C)c1=O	-0.7	1.1	-3	-1.0	-1.3	-0.4	-0.4	1	0	2	-2
CSC(=Nc1ccccc1)c1c(O)n(C)c(=O)n(C)c1=O	0.3	3.6	-2	0.0	-0.5	5.7*	-2.2	-2	-5	0	4
Nc1c(C(=O)NCc2ccco2)c2nc3ccccc3nc2n1CCN1CCOCC1	-0.3	-0.2	-2	-0.1	-0.5	-0.4	-1.0	-8	i	0	-1
Cc1cc(C=C2C(=O)NC(=O)NC2=O)c(C)n1-c1ccc2c(c1)OCO2	1.0	2.3	-4	0.5	-0.5	3.2	-3.2	-7	-32	-2	-14
Cc1ncoc1C(=O)NCC1=C(c2ccc(S(C)(=O)=O)cc2)C[C@@H]2CC[C@H]1N2CCOc1ccccc1	0.7	-2.7	-6	0.5	-1.2	-1.4	2.3	6	-4	0	0
CC(=NCCCn1ccnc1)c1c(O)n(-c2ccccc2)c(=O)[nH]c1=O	0.1	-0.1	15	1.3	-1.1	1.0	1.0	5	-1	-3	6
CCN1CCN(C(=O)Cc2ccc(C)cc2)CC1	0.5	8.4	0	2.8	-0.5	0.5	1.2	1	-6	0	4
O=C1CN(O)C(c2ccccc2)=c2cc(Br)ccc2=N1	0.0	-0.3	2	-0.1	-1.4	-1.5	0.4	4	4	0	-1
C[C@H]1COc2cccc(N3CCN(C)CC3)c2S(=O)(=O)N1	3.2	0.6	13	/	-1.0	0.2	/	-4	-6	-6	-1
O=C(NCc1ccc(C(=O)N2CCC3(CC2)OCCO3)cc1)c1cccc(Br)c1	-1.2	-2.5	-1	-0.1	-1.5	-0.9	-1.7	-8	2	4	0
O=C1CN(O)C(c2ccccc2Cl)=c2cc(Br)ccc2=N1	-0.3	-0.2	4	-0.7	-0.1	-0.2	0.6	-3	-7	2	-4
CCOP(=O)(OCC)C(NC(=O)CC(C)C)C(Cl)(Cl)Cl (stereo not drawn)	-0.2	-3.0	4	1.5	-1.8	0.9	1.2	1	-5	0	1
CCC1CN1P(=O)(Oc1ccc(Cl)cc1)N1CC1CC (stereo not drawn)	0.3	2.9	5	0.8	-1.2	-1.8	1.3	1	8	-1	0
C#C[C@]1(O)CCC2C3C(=O)C=C4C=CCC[C@]4(C)C3CC[C@@]21C (stereo partly drawn)	-2.1	-1.0	2	/	-1.5	-0.6	0.8	-1	-6	-3	2
CCN(CC)CCN1Cc2ccccc2C1=N	-0.1	3.4	-2	-0.6	-1.3	-1.4	-0.6	-3	-2	-3	1
O=C1NC(=O)N(c2cccc(Br)c2)C(=O)/C1=C/c1ccsc1	-0.5	0.0	-11	0.4	-0.4	1.3	1.3	2	-5	0	6
C=Cc1ccc(Cn2c(C(=O)O)c(C=O)c3ccccc32)cc1	0.6	0.0	-23	-0.5	-1.2	-0.1	-1.4	6	-4	-2	2
Cc1ccc(C(O)(C(=O)OC(C)C)C(O)c2ccc(F)cc2)cc1 (stereo not drawn)	3.5	2.5	6	/	-1.6	-0.2	/	-7	2	7	-6
N#Cc1cc2c(nc1SCC(=O)Nc1cc(Cl)cc(Cl)c1)C1CCN2CC1	0.3	-1.3	-3	-1.1	-1.2	-0.6	-0.5	-11	-29	-1	-12
COC(=O)C1=C(c2ccc(F)cc2OCc2ccccc2)C[C@@H]2CC[C@H]1N2C(=O)NCc1ccc(C(F)(F)F)cc1	0.0	-1.9	-12	-1.6	-1.4	-2.1	-3.5	1	17	0	-2
COC(=O)C1=C(c2cccc(OCc3ccccc3)c2)C[C@@H]2CC[C@H]1N2C(=O)NCc1ccc(OC)c(OC)c1	-1.3	-2.7	-2	-2.3	-1.9	-3.6	-7.8	-1	19	0	-2
CN1CCN(c2c(N)c(=O)oc3ccccc23)CC1	1.9	-0.5	1	-0.3	-1.5	0.9	1.1	-12	-5	-3	-14
CCC(C)N1Cc2ccccc2C1=N (stereo not drawn)	0.0	-0.3	5	-0.2	-1.4	-0.1	1.6	2	-1	0	0
Cc1oc(-c2ccccc2F)nc1CS(=O)CC(=O)N1CCC2(CC1)OCCO2 (stereo not drawn)	0.3	-0.5	3	-0.4	-1.5	0.0	1.2	0	-2	-2	1
O=C(c1cc(S(=O)(=O)N2CCOCC2)ccc1F)N1CCC2(CC1)OCCO2	1.1	-0.4	3	0.3	-1.3	-1.6	0.4	1	-1	-1	2
COc1ccc2c(c1)CC1(CN2C)C(=O)NC(=O)N(CCc2ccccc2)C1=O (stereo not drawn)	0.2	-2.6	-24	2.5	-1.2	0.4	-0.6	1	-7	-2	-5
C[C@]12CC[C@@H](O)CC1=CC(=O)C1C2CC[C@]2(C)C(=O)CCC12 (stereo partly drawn)	1.2	-0.2	-1	0.2	-0.7	0.0	-0.3	7	-8	-1	-1
C=CCN(CC=C)C(=O)Nc1ccc(OCC)cc1	-0.2	5.6	1	0.5	-1.3	-0.9	3.4	-1	2	1	3
COc1ccc(N2C(=O)NC(=O)/C(=C/c3ccc([N+](=O)[O-])s3)C2=O)cc1	-0.5	-1.9	-14	/	-2.1	-1.0	-1.4	3	5	3	-4
O=C(COC(=O)Cc1ccccc1)Nc1ccc(F)cc1	0.1	1.3	1	0.7	-2.2	-0.1	1.0	-1	3	-2	-1
NS(=O)(=O)c1ccc(N=Nc2c(O)[nH]c(=S)[nH]c2=O)cc1	0.3	-2.9	14	-1.5	-1.3	0.1	-1.5	-4	-9	0	-4
Cc1ccc2c(c1)N(CCC(=O)N1CCC3(CC1)OCCO3)C(=O)CO2	0.8	-1.8	0	-0.4	-1.4	-2.1	-2.6	8	8	-2	-4
Cc1cc(NC(=O)COC(=O)c2c(C)nn(Cc3ccccc3)c2C)no1	0.5	-1.0	-6	-0.8	-0.9	-0.7	0.1	8	1	0	-2
CC(C)(C)NC(=S)N1CCn2cccc2C1c1cccnc1 (stereo not drawn)	0.2	5.1	0	1.5	-1.7	-1.0	2.0	0	-2	-2	-1
CC(/C=C(\C)Nc1ccccc1)=Nc1ccccc1	0.3	-0.8	3	2.7	-0.7	1.3	2.2	6	-4	-2	8
COC(=O)C1=C(c2cccc(OC)c2OC)C[C@@H]2CC[C@H]1N2C(=O)NCCS(C)=O (stereo partly drawn)	0.7	0.9	3	0.9	-1.4	-0.3	1.8	5	-3	0	1
CCC(=O)c1cn(Cc2ccccc2C#N)c2ccccc12	-1.0	-0.7	0	0.3	-1.7	-0.3	1.1	2	-4	-4	-9
CCOc1ccc(Cl)cc1CNCCc1ccccc1F	0.5	3.1	-7	1.2	-1.0	-0.2	-1.1	-20	-1	-3	-22
O=S(=O)(c1ccc(Cl)cc1)N1CC1c1ccccc1 (stereo not drawn)	0.2	-0.6	-16	-0.9	-1.8	1.3	3.1	-6	8	2	-8
O=C(Nc1nc(-c2ccccc2)c(-c2ccccc2)s1)c1ccc(S(=O)(=O)N(CCCl)CCCl)cc1	0.1	-1.9	0	3.2	-1.7	-0.7	-0.1	-2	-1	-1	0

# Next records follow:
canonical_smiles	DAX1 inh-1	hgDAF-12 ag	sPLA2-III inh	DAX1 inh-2	ssDAF12 agonist	hcDAF-12 act	GAA850 FXN act	NPR2 activator	ADAM10 inh	SMARCA2 act	GC-A act
CCC(=NCCCn1ccnc1)c1c(O)n(Cc2ccccc2)c(=O)[nH]c1=O	-0.3	0.2	2	0.2	-0.5	0.1	0.3	15	-19	-2	8
CC12CCC3C(CCC4C/C(=N/O)CCC43C)C1CCC2O (stereo not drawn)	-0.1	-1.7	-1	-0.6	-1.0	-2.4	3.0	6	-1	-3	1
COc1ccc(C2NCCc3[nH]cnc32)cc1 (stereo not drawn)	0.2	-1.5	2	-0.3	-1.3	-0.4	0.2	-3	-4	0	-3
CC(=O)c1cccc(NC(=O)N2C[C@H]3C[C@@H](C2)c2cccc(=O)n2C3)c1	0.1	-2.7	15	-0.5	-1.1	2.4	-1.9	-1	-28	0	1
O=[N+]([O-])c1cc(Cl)c(O)c(-[n+]2c(-c3ccccc3)cc(-c3ccccc3)cc2-c2ccccc2)c1	-0.8	-4.0	1	-0.7	-1.8	-3.5	-10	-2	4	-1	-18
CN1CCC(=O)N(CCN=[N+]=[N-])CC1	-0.1	-1.3	4	-0.6	-1.6	-2.0	0.6	2	3	1	2
CN(Cc1c[nH]c2ccccc12)C1CCCCC1	-0.2	1.2	-42	0.1	-0.1	3.1	5.0	-6	-2	1	-1
